Compound activity deposited in PubChem by NCI.
Growth percent in the NCI-60 one-dose screen (48 h, 10 µM unless noted): 100 = growth as untreated, 0 = no growth, -100 = all killed.
HL-60(TB) = HL-60(TB) leukemia cells | actives 9% (n = 78,000); active = growth percent below 10
* hit, by the source's call; & = joins results of further samples; ! = not confirmed by another sample. A portion of the library (hit frequency here may not be typical).

Screening O=C(Nc1ccc(OCc2ccc(Cl)cc2)cc1)c1ccc2nc(NS(=O)(=O)c3ccc4ccccc4c3)sc2c1 returned HL-60(TB) 92.
Screening CCCCOc1ccc(CC(=O)NO)cc1 returned HL-60(TB) 105.
For COc1c(O)cc2c(c1O)[C@H]1O[C@H](CO)[C@@H](O)[C@H](O)[C@@H]1OC2=O the results were HL-60(TB) 109.
Screening OCc1ccccn1 returned HL-60(TB) 102.
C[C@@H](N)c1ccc(C(=O)Nc2ccnc3[nH]ccc23)cc1 was read as HL-60(TB) 68.
Cn1c(=O)n(-c2ccc(C(C)(C)C#N)cc2)c2c3cc(-c4cnc5ccccc5c4)ccc3ncc21 was read as HL-60(TB) -12*!.
O=C(NC[C@H](O)CO)c1ccncc1Nc1ccc(I)cc1F was read as HL-60(TB) 24.
`CCc1nc(-c2cccc(C)c2)c(-c2ccnc(NC(=O)c3ccccc3)c2)s1` gave HL-60(TB) 95.
Screening CC[C@]1(O)C[C@@H]2CN(CCc3c([nH]c4ccccc34)[C@@](C(=O)OC)(c3cc4c(cc3OC)N(C)[C@H]3[C@@](O)(C(=O)OC)[C@H](OC(C)=O)[C@]5(CC)C=CCN6CC[C@]43[C@@H]65)C2)C1 returned HL-60(TB) -7.6*.
Screening CC(C)(CO)C(O)C(=O)NCCCO (stereo not drawn) returned HL-60(TB) 105&136&102.
For COc1cc(Nc2ncc3c(n2)-c2ccc(Cl)cc2C(c2c(F)cccc2OC)=NC3)ccc1C(=O)O the results were HL-60(TB) 45.
`CN(C)/C(N)=N/C(=N)N` gave HL-60(TB) 85.
For Cc1cc(C)cc(OCC2CNC(=O)O2)c1 (stereo not drawn) the results were HL-60(TB) 121&131.
Screening CCn1cc(C(=O)O)c(=O)c2cc(F)c(N3CCNCC3)nc21 returned HL-60(TB) 128.
`NC(N)=NCCCC(N)C(=O)O` (stereo not drawn) gave HL-60(TB) 126&105&112&119&112&100.
Screening NCCCC[C@H](N)C(=O)O returned HL-60(TB) 82.
For COc1cc(OC)c(/C=C/S(=O)(=O)Cc2ccc(OC)c(NCC(=O)O)c2)c(OC)c1 the results were HL-60(TB) -32*.
CC(=O)Nc1ncc([N+](=O)[O-])s1 was read as HL-60(TB) 84&86&106.
C#C[C@]1(O)CCC2C3CCC4=CC(=O)CC[C@@H]4C3CC[C@@]21CC (stereo partly drawn) was read as HL-60(TB) 95.
Screening C=C1c2cccc(O)c2C(O)=C2C(=O)[C@]3(O)C(O)=C(C(N)=O)C(=O)[C@@H](N(C)C)[C@@H]3[C@@H](O)[C@H]12 returned HL-60(TB) 103.
CC(O)CC(=O)O (stereo not drawn) was read as HL-60(TB) 94.
CCCOC(=O)c1ccc(O)cc1 was read as HL-60(TB) 103.
O=C(Nc1ccc(Cl)c(C(F)(F)F)c1)Nc1ccc2nc(NS(=O)(=O)c3ccc4ccccc4c3)sc2c1 was read as HL-60(TB) 84.
O=C(Nc1ccc(Oc2ccc(Cl)c(F)c2)cc1)c1ccc2nc(NC(=O)c3ccc(NCCc4ccccc4)c([N+](=O)[O-])c3)sc2c1 was read as HL-60(TB) 78.
CC(C)n1nc(-c2ccc3oc(N)nc3c2)c2c(N)ncnc21 was read as HL-60(TB) 11.
`Cn1cc(C(=O)c2nc(-c3cn(C)c4ccc(F)cc34)no2)c2ccccc21` gave HL-60(TB) 91.
For CCOC(=O)C(C)O/N=C(C)/C=C/c1ccc(Cl)cc1 (stereo not drawn) the results were HL-60(TB) 106.
O=C(Nc1ccc(OCc2cccc(Cl)c2)cc1)c1ccc2nc(NC(=O)c3ccc(NCCc4ccccc4)c([N+](=O)[O-])c3)sc2c1 was read as HL-60(TB) 94.
`Cn1cc(-c2nnc(-c3cn(C)c4ncccc34)o2)c2cc(Br)ccc21` gave HL-60(TB) 104.
`NC(N)=NC(=O)Cc1c(Cl)cccc1Cl` gave HL-60(TB) 104.
Screening COc1ccc(C2=NN(c3ccc(S(N)(=O)=O)cc3)C(c3ccccc3)C2)c(OC)c1 (stereo not drawn) returned HL-60(TB) 87.
O=C(O)C1(Cc2cccc(Nc3nccs3)n2)CCC(Oc2cccc(Cl)c2F)CC1 (stereo not drawn) was read as HL-60(TB) 51.
Screening CCCCCCCC/C=C\CCCCCCCC(=O)O returned HL-60(TB) 100.
Cn1c(NC(=O)CN2CCN(c3cc4c(cc3F)c(=O)c(C(=O)O)cn4C3CC3)CC2)cc(=O)n(C)c1=O was read as HL-60(TB) 96.
Screening COC(=O)C(C)(C)C1Oc2ccc(F)cc2C(=O)/C1=C\NS(=O)(=O)c1ccc(C)cc1 (stereo not drawn) returned HL-60(TB) 101.
Screening Nc1c2ccccc2nc2ccccc12 (tested in a mixture with another compound) returned HL-60(TB) 27.
CC(/C=C/c1ccccc1)=N\OCC(N)=O was read as HL-60(TB) 98.
For COc1ccc(/C=C/C(=O)O)cc1 the results were HL-60(TB) 90.

17 successive records out of the list so far, for reference:
C#C[C@]1(O)CCC2C3CCC4=CC(=O)CC[C@@H]4C3CC[C@@]21CC (stereo partly drawn) was read as HL-60(TB) 95.
Screening C=C1c2cccc(O)c2C(O)=C2C(=O)[C@]3(O)C(O)=C(C(N)=O)C(=O)[C@@H](N(C)C)[C@@H]3[C@@H](O)[C@H]12 returned HL-60(TB) 103.
CC(O)CC(=O)O (stereo not drawn) was read as HL-60(TB) 94.
CCCOC(=O)c1ccc(O)cc1 was read as HL-60(TB) 103.
O=C(Nc1ccc(Cl)c(C(F)(F)F)c1)Nc1ccc2nc(NS(=O)(=O)c3ccc4ccccc4c3)sc2c1 was read as HL-60(TB) 84.
O=C(Nc1ccc(Oc2ccc(Cl)c(F)c2)cc1)c1ccc2nc(NC(=O)c3ccc(NCCc4ccccc4)c([N+](=O)[O-])c3)sc2c1 was read as HL-60(TB) 78.
CC(C)n1nc(-c2ccc3oc(N)nc3c2)c2c(N)ncnc21 was read as HL-60(TB) 11.
`Cn1cc(C(=O)c2nc(-c3cn(C)c4ccc(F)cc34)no2)c2ccccc21` gave HL-60(TB) 91.
For CCOC(=O)C(C)O/N=C(C)/C=C/c1ccc(Cl)cc1 (stereo not drawn) the results were HL-60(TB) 106.
O=C(Nc1ccc(OCc2cccc(Cl)c2)cc1)c1ccc2nc(NC(=O)c3ccc(NCCc4ccccc4)c([N+](=O)[O-])c3)sc2c1 was read as HL-60(TB) 94.
`Cn1cc(-c2nnc(-c3cn(C)c4ncccc34)o2)c2cc(Br)ccc21` gave HL-60(TB) 104.
`NC(N)=NC(=O)Cc1c(Cl)cccc1Cl` gave HL-60(TB) 104.
Screening COc1ccc(C2=NN(c3ccc(S(N)(=O)=O)cc3)C(c3ccccc3)C2)c(OC)c1 (stereo not drawn) returned HL-60(TB) 87.
O=C(O)C1(Cc2cccc(Nc3nccs3)n2)CCC(Oc2cccc(Cl)c2F)CC1 (stereo not drawn) was read as HL-60(TB) 51.
Screening CCCCCCCC/C=C\CCCCCCCC(=O)O returned HL-60(TB) 100.
Cn1c(NC(=O)CN2CCN(c3cc4c(cc3F)c(=O)c(C(=O)O)cn4C3CC3)CC2)cc(=O)n(C)c1=O was read as HL-60(TB) 96.
Screening COC(=O)C(C)(C)C1Oc2ccc(F)cc2C(=O)/C1=C\NS(=O)(=O)c1ccc(C)cc1 (stereo not drawn) returned HL-60(TB) 101.
